High-throughput results (PubChem BioAssay)
GALR2 blocker = GALR2 antagonists in receptor-expressing cells, primary screen; antagonist mode; 0.39% of 140,000 active; inhibition, % at 4 µM; AID 828, 2007; in the data active means inhibition above about 27%;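 further: cells stimulated with galanin 1-16 at roughly its EC80; 0% = agonist challenge control and 100% = basal control without agonist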
Target sequence (O43603 whole entry, looked up): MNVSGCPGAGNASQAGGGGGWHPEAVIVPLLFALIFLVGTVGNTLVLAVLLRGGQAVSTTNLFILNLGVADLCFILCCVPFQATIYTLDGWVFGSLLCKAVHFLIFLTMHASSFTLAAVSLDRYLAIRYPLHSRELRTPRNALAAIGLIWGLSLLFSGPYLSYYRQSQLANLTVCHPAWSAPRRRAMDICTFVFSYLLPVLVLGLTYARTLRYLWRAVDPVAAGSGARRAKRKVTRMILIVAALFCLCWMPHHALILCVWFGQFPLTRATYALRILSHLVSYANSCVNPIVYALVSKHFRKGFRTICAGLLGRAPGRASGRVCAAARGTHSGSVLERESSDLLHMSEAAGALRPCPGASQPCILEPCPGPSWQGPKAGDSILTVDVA
PTEN del growth = growth suppression of PTEN-null HCT116, primary screen, cell-based, CellTiter-Glo. HCT116 PTEN-null viability, 60 h; stronger effect = lower value. viability, % at 10 µM. 1.2% of 140,000 active. AID 827, 2007;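 active means viability at or below a set limit, 4 SD under the median of all tested compounds, cut at about 3.7% in these data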;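 further: PTEN knockout HCT116 line with beta catenin targeted HCT116 as companion control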
Yeast lifespan up = compounds extending yeast replicative lifespan, primary screen, S. cerevisiae, OD615. 0.68% of 130,000 active. S. cerevisiae growth with nicotinamide; deaD strain in restrictive glucose medium. inhibition of the nicotinamide effect, % at 10 µM;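 active means inhibition above a set limit, placed 3 SD over the median of all compounds, cut at about 26% in these data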;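 further: 0% = nicotinamide-treated wells and 100% = cells grown without nicotinamide; some compounds called inactive have numbers as strong as hits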
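Assay system: engineered S. cerevisiae DeaD replicative-lifespan strain, galactose-grown log-phase cells; medium: restrictive CSMM-D dextrose medium; also added: nicotinamide, 1.5 mM, co-present with compound; schedule: 48 h compound exposure at 30 °C, humidified; detection: absorbance at 615 nm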
Measles CPE = compounds protecting cells from measles virus cytopathic effect, primary screen, measles RdRp inhibitor project, single point, MLSMR library, absorbance | protection (pct of control), % at 4 µM | Measles virus-infected cells, CPE protection | 1.5% of 140,000 active; in the data active means protection mostly above about 24%, no sharp cut-off; inactive means mostly below about 26%; further: some compounds called inactive have numbers as strong as hits
MRP-1 activ = H69AR viability gain despite doxorubicin, primary screen, MRP-1 activator project, H69AR cells, CellTiter-Glo | viability rescue | viability increase, % at 10 µM | 0.61% of 140,000 active;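 active means viability gain under doxorubicin at or above a set limit, the compound median plus 3 SD, cut at about 4.7% in these data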;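 further: MRP-1 overexpressing cells given doxorubicin 25 µM after compound pretreatment; 18-22 h compound pretreatment then 72 h with doxorubicin before readout; 0% = doxorubicin-only wells and 100% = vehicle-treated cells without doxorubicin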
Phagocyt inh = inhibitors of macrophage phagocytosis, primary screen, imaging, J774A.1 cells, IgG beads; inhibition, % at 5 µM; J774A.1 macrophage IgG-bead phagocytosis; 0.07% of 110,000 active;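 active means inhibition above the mean of the plate negative controls plus 5 SD, cut at about 13% in these data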;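 further: phagocytic index as fraction of beads internalized from green versus red external bead signal; plate controls were DMSO negative control for no effect and cytochalasin-D positive control for full effect; some results beyond the cut were filed as inactive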
NPY-Y2 antag = NPY-Y2 receptor antagonists, primary screen, cell-based | AID 793, 2007 | 0.99% of 140,000 active | NPY-Y2 expressing cells, antagonist mode | Neuropeptide Y receptor type 2 (Homo sapiens), P49146 | inhibition, % at 2.7 µM; in the data active means inhibition above about 17%;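 further: 0% = vehicle with agonist challenge and 100% = reference antagonist with challenge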
Target sequence (P49146 whole entry, looked up): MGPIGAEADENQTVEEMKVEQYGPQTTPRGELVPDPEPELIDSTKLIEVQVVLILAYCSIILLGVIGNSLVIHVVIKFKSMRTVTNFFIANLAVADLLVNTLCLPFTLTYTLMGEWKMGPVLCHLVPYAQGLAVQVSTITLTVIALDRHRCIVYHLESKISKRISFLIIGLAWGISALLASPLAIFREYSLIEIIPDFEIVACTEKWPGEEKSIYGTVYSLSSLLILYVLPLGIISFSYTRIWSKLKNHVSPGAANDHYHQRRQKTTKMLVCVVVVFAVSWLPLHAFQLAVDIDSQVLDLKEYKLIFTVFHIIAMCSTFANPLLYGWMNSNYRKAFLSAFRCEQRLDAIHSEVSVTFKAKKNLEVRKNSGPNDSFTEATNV
Yeast growth inh = growth inhibitors of yeast BB579 in restrictive medium, primary screen, yeast lifespan-shortening project, S. cerevisiae; OD615, 48 h; inhibition, % at 10 µM; 0.51% of 140,000 active; AID 804, 2007;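 active means inhibition above a set limit, 3 SD over the mean compound inhibition, cut at about 44% in these data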; further: inactives centre near -24
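Test system: S. cerevisiae DeaD strain BB579 yeast; Medium: restrictive CSMM-D medium; Compound: one dose, 10 µM compound with 0.25% DMSO; Incubation: 4 h cell preincubation, 48 h compound exposure, 30 °C humidified; Signal: OD at 615 nm; Benchmarks: amphotericin B at 10 µg/mL as positive control.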
bCat KO growth = primary screen for growth suppressors in beta-catenin knockout HCT116 cells (colon tumor, human). AID 818, 2007. viability, % at 10 µM. HCT116 beta-catenin knockout viability, CellTiter-Glo, 60 h; stronger effect = lower value. 1.5% of 140,000 active;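 active means viability at or under a set limit, the compound median less 4 SD, cut at about 6% in these data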;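 further: 0% = Hyamine 1622 control at 20 µM and 100% = untreated cell control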
E-sel TNF inh = E-selectin induction blockers in HUVEC – imaging, immunofluorescence, high content, primary screen; HUVEC TNFa-induced E-selectin immunofluorescence; inhibition, % at 2 µM; 0.71% of 120,000 active;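 active means inhibition above the batch mean plus 3 SD, and confirmed as a hit on visual image review, cut at about 43% in these data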;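 further: 0% = TNF-stimulated DMSO wells and 100% = unstimulated control wells; not every result past the cut was called active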
Numbers without * were called inactive; nt = not tested or not shown. Hits appear at their usual frequency; overall some 6.4% were active at least once.

A first look, 3 compounds:
Sequence of screens: Yeast growth inh | NPY-Y2 antag | Yeast lifespan up | bCat KO growth | Measles CPE | E-sel TNF inh | GALR2 blocker | MRP-1 activ | PTEN del growth | Phagocyt inh
> CCOC(=O)C(NC(=O)c1cccc(Cl)c1)(OCc1ccc(F)cc1)C(F)(F)F (stereo unspecified)
  -26 | 2 | 8 | 78 | 19 | nt | -3 | -1.2 | 64 | 4
> CC(C)(C)NCCOCCOc1ccccc1-c1ccccc1
  -27 | 4 | 1 | 82 | 8 | -10 | -11 | -2.2 | 94 | -8
> CCOC(=O)Nc1nnc(CCc2ccccc2)s1
  -18 | 2 | -14 | 109 | 7 | -2 | -8 | -0.9 | 102 | -1

Main list, repeating the preview:
Sequence of screens: Yeast growth inh | NPY-Y2 antag | Yeast lifespan up | bCat KO growth | Measles CPE | E-sel TNF inh | GALR2 blocker | MRP-1 activ | PTEN del growth | Phagocyt inh
> CCOC(=O)C(NC(=O)c1cccc(Cl)c1)(OCc1ccc(F)cc1)C(F)(F)F (stereo unspecified)
  -26 | 2 | 8 | 78 | 19 | nt | -3 | -1.2 | 64 | 4
> CC(C)(C)NCCOCCOc1ccccc1-c1ccccc1
  -27 | 4 | 1 | 82 | 8 | -10 | -11 | -2.2 | 94 | -8
> CCOC(=O)Nc1nnc(CCc2ccccc2)s1
  -18 | 2 | -14 | 109 | 7 | -2 | -8 | -0.9 | 102 | -1
> O=C1C[C@@H](c2ccc(O[C@@H]3O[C@H](CO)[C@@H](O)[C@H](O)[C@H]3O)cc2)Oc2cc(O)ccc21
  10 | -3 | 1 | 88 | 27 | -14 | -2 | -1.4 | 100 | nt
> COc1ccc(C)cc1NC(=O)c1nnn(CCc2ccccc2)c1N
  -31 | 2 | -3 | 93 | 7 | -5 | 4 | -2.4 | 104 | 0
> O=C(CSc1nnc(C2COc3ccccc3O2)o1)NC1CCCCC1 (stereo unspecified)
  -23 | 0 | -4 | 98 | 7 | 23 | 1 | -0.5 | 92 | 0
> Cc1ccc(C(=O)Nc2nc(=O)n(C(=O)C3CC3)s2)cc1
  -23 | 3 | -18 | 91 | 9 | 27 | 4 | 0.8 | 91 | -1
> Cc1cccc(-n2nnnc2SCC(=O)NCCN2C(=O)CSC2=O)c1
  -17 | 0 | -1 | 98 | 16 | nt | -6 | 0.1 | 109 | 0
> CSc1nc(Sc2ccccc2Cl)c2ccccc2n1
  -35 | 9 | -22 | 11 | 1 | 10 | 0 | -3.8 | 14 | 2
> O=C(CN1C(=O)CCS(=O)(=O)c2ccccc21)Nc1ccc2c(c1)OCCO2
  -3 | 1 | -1 | 101 | 4 | -19 | 14 | -2.5 | 101 | nt

Overlap with the part before: 3 compounds; new compounds follow.
Sequence of screens: Yeast growth inh | NPY-Y2 antag | Yeast lifespan up | bCat KO growth | Measles CPE | E-sel TNF inh | GALR2 blocker | MRP-1 activ | PTEN del growth | Phagocyt inh
> Cc1cccc(-n2nnnc2SCC(=O)NCCN2C(=O)CSC2=O)c1
  -17 | 0 | -1 | 98 | 16 | nt | -6 | 0.1 | 109 | 0
> CSc1nc(Sc2ccccc2Cl)c2ccccc2n1
  -35 | 9 | -22 | 11 | 1 | 10 | 0 | -3.8 | 14 | 2
> O=C(CN1C(=O)CCS(=O)(=O)c2ccccc21)Nc1ccc2c(c1)OCCO2
  -3 | 1 | -1 | 101 | 4 | -19 | 14 | -2.5 | 101 | nt
> O=C(c1ccc(Cl)cc1)N1CCN(c2ccc(F)cc2)CC1
  -48 | 11 | nt | 90 | 1 | 10 | 0 | 3.0 | 102 | nt
> NS(=O)(=O)c1ccc(CCNc2ncnc3sccc23)cc1
  -7 | 0 | -10 | 49 | 10 | nt | 3 | -0.2 | 40 | -1
> CC1CCCC(C)N1c1nnc(NC(=O)Cn2c(=O)oc3ccccc32)s1 (stereo unspecified)
  -49 | 6 | -7 | 97 | 28 | -32 | 4 | -0.9 | 98 | 0
> CCc1nc(OCCN(CC)CC)c2oc3ccccc3c2n1
  -33 | 3 | -21 | 89 | 36 | 16 | -4 | -1.2 | 81 | nt
> O=C(CNC(=O)c1cccs1)OCC(=O)c1cccs1
  -51 | 3 | -8 | 99 | 5 | -14 | 13 | 0.0 | 110 | -3
> Cc1ccc(C(=O)COC(=O)c2cc(Cl)nc3ccccc23)cc1C
  -37 | 4 | -16 | 102 | 2 | -38 | -4 | -0.5 | 92 | 0
> CCN1C(=O)/C(=C/c2nc3ccccc3c(=O)[nH]2)c2ccccc21
  -54 | 1 | 15 | 47 | 10 | -3 | -3 | -4.5 | 54 | -15
> O=C1Cn2c(nc3ccccc32)N1c1cccc(C(F)(F)F)c1
  -43 | 2 | -8 | 92 | 23 | 9 | -1 | -0.8 | 98 | -1
> CCSc1ccc(-c2nn(-c3ccccc3)cc2/C=C(/C#N)C(=O)NC)cc1
  -19 | 2 | 3 | 94 | 16 | nt | 9 | 0.7 | 94 | nt
> O=[N+]([O-])c1ccc(Oc2cccc3cccnc23)c([N+](=O)[O-])c1
  -53 | 1 | 1 | 6 | 20 | 0 | 1 | -6.2 | 11 | nt
> O=C(CN1C(=O)NC2(CCCCCCC2)C1=O)NCc1ccc2c(c1)OCO2
  -22 | 6 | -24 | 89 | 4 | 23 | -5 | -2.6 | 97 | -1
> OCCNc1c2ccccc2nc2c(F)c(F)c(F)c(F)c12
  5 | 3 | 0 | 1.5* | 1 | nt | 21 | -5.1 | 1.1* | -9
> CCCc1cc(=O)[nH]c(SCC(=O)N(Cc2ccccc2)C(C)C)n1
  -49 | 2 | -1 | 93 | 5 | 5 | 14 | -1.2 | 90 | 0
> CCCCCCc1c(O)nc(SCC(=O)O)[nH]c1=O
  8 | nt | -12 | 93 | 4 | nt | nt | -0.7 | 85 | 0
> Cc1ccc(N=N/C(=C\O)C(=O)c2ccncc2)cc1
  5 | -1 | 22 | 89 | 11 | -4 | -8 | -0.6 | 95 | -1
> CCNc1nc(OC)nc(SCC(N)=O)n1
  -19 | 3 | -6 | 97 | 10 | 18 | 3 | -0.6 | 98 | -1
> CCCc1cc2c(=O)c(-c3ccccn3)c(C)oc2cc1O
  -3 | -1 | nt | 106 | 9 | -18 | 8 | -3.4 | 101 | 0
> CCOC(=O)c1cnc2scnn2c1=O
  -29 | 0 | -1 | 78 | 14 | -21 | 2 | -2.7 | 82 | 0
> Cn1c(=O)c2nc(-c3ccccc3)oc2c2ccccc21
  78* | 0 | -23 | 76 | 8 | -20 | 11 | -4.5 | 77 | -3
> CCOC(=O)N1CCN(C(=O)CNCc2cccs2)CC1
  -24 | 6 | -15 | 95 | 5 | -8 | 4 | -3.1 | 89 | nt
> O=c1cc(N2CCN(c3ccc(F)cc3)CC2)[nH]c(=O)n1C1CCCCC1
  -39 | 4 | -9 | 72 | 3 | nt | -5 | -4.4 | 66 | nt
> CCOC(=O)Cc1cc(=O)n(-c2nc3ccccc3s2)[nH]1
  -9 | 3 | 7 | 87 | 6 | -35 | 0 | -3.1 | 90 | 0
> C=CCn1c(-c2ccco2)n[nH]c1=S
  -31 | 3 | -7 | 95 | 17 | nt | 0 | -0.2 | 104 | -3
> COC(=O)c1cc(Br)c(=O)n(CCc2ccc(O)cc2)c1
  -38 | 2 | -14 | 98 | 10 | -32 | -11 | -2.4 | 90 | nt
> c1ccc(CN2c3ccccc3-c3nc4ccccc4n3C2c2ccccn2)cc1 (stereo unspecified)
  -33 | 19* | -4 | 69 | 36 | 20 | 4 | -1.4 | 59 | nt
> O=C(Nn1cnnc1)c1ccccc1CCc1ccccc1
  -12 | 0 | -2 | 109 | 5 | 10 | -2 | 0.9 | 88 | -2
> CCc1ccc(OCC(=O)N/N=C\c2ccco2)c([N+](=O)[O-])c1
  -26 | 0 | 0 | 95 | 3 | nt | -20 | -1.6 | 91 | -4
> COc1cccc(/C=N/NC(=O)CN2CC(c3ccccc3)CC2=O)c1OC (stereo unspecified)
  -56 | 6 | 9 | 91 | 6 | 2 | -11 | -1.1 | 100 | -5
> COc1ccc(C2C(C(=O)N3CCC(C)CC3)c3ccccc3C(=O)N2C)cc1 (stereo unspecified)
  -18 | 7 | nt | 89 | 7 | -9 | -12 | -4.0 | 85 | nt
> CCn1c(C)nc2cc(C(=O)NNC(=O)CCC3CCCCC3)ccc21
  -17 | 1 | 1 | 94 | 4 | -9 | 0 | -0.8 | 98 | -7
> COc1ccc(-c2c(C(C)=O)c(C)n(C)c2C)cc1
  -9 | 2 | -12 | 83 | 5 | 13 | 2 | -0.5 | 88 | 0
> COC(=O)c1ccc2c(c1)NC1=C(C(=O)CC(C)(C)C1)C(c1ccncc1)N2 (stereo unspecified)
  -14 | -2 | 6 | 93 | 11 | 18 | -4 | -1.8 | 94 | -1
> O=C(Nc1ccc2nc(C3CC3)n(Cc3ccc(F)cc3)c(=O)c2c1)c1ccco1
  -65 | 2 | 1 | 82 | 5 | nt | 4 | 0.3 | 73 | 0
> C=CCNC(=O)c1cc(Cl)ccc1[N+](=O)[O-]
  -29 | 2 | 6 | 95 | 7 | nt | 10 | -0.4 | 102 | -5
> O=C(NNS(=O)(=O)c1ccc(Cl)cc1)NC1CCCCC1
  -41 | 0 | -8 | 104 | 7 | -7 | 2 | -1.9 | 95 | nt
> C=C(C)c1cccc(C(C)(C)NC(=O)Nc2ccccc2OCC)c1
  -44 | 10 | 3 | 85 | 32 | nt | 3 | -2.5 | 78 | nt
> COc1cccc(Oc2ccc(C(F)(F)F)cc2N)c1
  -41 | 3 | -5 | 78 | 14 | 1 | -11 | 3.6 | 79 | -10
> Cc1ccc(NC(=S)NC(NC(=O)c2ccccc2C)C(Cl)(Cl)Cl)c(C)c1 (stereo unspecified)
  -39 | 2 | -11 | 65 | 1 | -7 | -25 | -3.0 | 57 | nt
> COc1cc(OC)cc(-c2nnc(SCc3cccnc3)o2)c1
  16 | -2 | -5 | 91 | 5 | nt | 0 | -2.2 | 95 | -1
> CCN(CC)C(=O)C(=O)Nc1cc(C(F)(F)F)ccc1Cl
  -1 | 2 | -15 | 104 | 11 | 15 | -14 | 0.0 | 101 | nt
> COc1ccccc1/C=C\C=N\n1c(-c2ccc(Cl)cc2Cl)n[nH]c1=S
  -16 | 13 | 0 | 97 | 8 | 14 | -10 | -3.1 | 94 | -4

Shown as a hit in NPY-Y2 antag (from the list above):
Compound | NPY-Y2 antag | Yeast lifespan up | Measles CPE | E-sel TNF inh | GALR2 blocker | Phagocyt inh
c1ccc(CN2c3ccccc3-c3nc4ccccc4n3C2c2ccccn2)cc1 (stereo unspecified) | 19* | -4 | 36 | 20 | 4 | nt
